UDG counterscr: counter-screen for AID inhibitors: uracil-DNA glycosylase inhibition; 91,000 compounds, 0.14% hits; FRET deamination/UDG coupled assay, UDG read, 4 h; Potency, µM (top dose mostly 115 µM), without a hit: top-dose activity change, negative = inhibition, actives largely listed as inhibitors; also: nearly all actives have a fitted effect of over 65% in size
AID inhibitor: blocks human AID cytidine deaminase activity | AID deamination FRET fluorescence, UDG-coupled, 4 h | Potency, µM (titrated, usually from 115 µM), without a hit: at the top dose activity change, negative = inhibition, hits mostly inhibitors | 91,000 compounds, 0.32% hits | AID 1347428; also: nearly all actives have a fitted effect of over 25% in size
Target sequence (Q9GZX7 whole entry, looked up): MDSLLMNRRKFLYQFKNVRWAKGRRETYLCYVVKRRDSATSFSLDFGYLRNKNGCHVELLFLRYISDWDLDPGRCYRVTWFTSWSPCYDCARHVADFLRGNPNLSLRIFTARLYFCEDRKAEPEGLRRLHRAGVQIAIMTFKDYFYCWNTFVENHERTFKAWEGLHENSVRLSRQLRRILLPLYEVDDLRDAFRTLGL
* hit, by the source's call; ? = inconclusive; [ ] = dose if it differs, or a comment. Calls follow the shape of the dose curve; as a rule, active = well fitted curve in the direction sought with a large enough effect; inconclusive = small, poorly fitted or top-dose-only effect, or another doubt; inactive = no such curve, though single readings can be large; an effect the other way counts as inactive or inconclusive. % is scaled to controls: 0 for no effect and ±100 for the full control effect; potency is read from the fitted curve at half-maximal effect. An excerpt, so the mix of outcomes need not match the whole.

Every second line gives: UDG counterscr	AID inhibitor
- COc1ccc(-c2nc(CS(=O)Cc3ccccc3C)cs2)c(OC)c1 (centres undefined)
→ -5.5%	-4.9%
- COc1ccc(C2CCCCCN2C(=O)C2CCN(S(=O)(=O)c3ccc(Cl)cc3)CC2)cc1 (centres undefined)
→ -5.0%	-12.0%
- Fc1cc(NC(=S)N2CCc3ccccc32)ccc1Cl
→ 3.7%	-3.8%
- N#Cc1cccc(COC(=O)c2ccccc2SCc2ccco2)c1
→ -6.8%	-8.6%
- COc1cccc(C(=O)N2CCC(NS(=O)(=O)c3cccs3)CC2)c1
→ -14.4%	-10.4%
- Cc1ccc(NCc2c(C#N)c3ccccc3n2C)cc1
→ 3.2%	-5.9%
- COc1cccc(NC(=O)c2oc3ccccc3c2NC(=O)c2cc3ccccc3o2)c1
→ -10.5%	-2.5%
- Cc1ccc(-n2ncc(C(=O)Nc3ccc4c(c3)OCO4)c2C2CCN(C(=O)OC(C)(C)C)CC2)cc1
→ 7.4%	60.9%
- C=CCNC(=O)NC(=O)Cn1ccnc1
→ 5.1%	-4.7%
- COc1ccc(OC)c(NC(=O)Cn2c(=O)n(CC3CCCO3)c(=O)c3cc(OC)c(OC)cc32)c1 (centres undefined)
→ -3.6%	-4.7%
- Cc1ccc(S(=O)(=O)NCC(c2cccs2)N(C)C)s1 (centres undefined)
→ 5.9%	-2.3%
- Cc1ccc2nc(-c3ccc(F)cc3)c(NC(C)(C)CC(C)(C)C)n2c1
→ -4.5%	?
- CN(C)C(=O)Oc1cccc([N+](C)(C)C)c1
→ -1.8%	-4.6%
- O=C1c2ccccc2C(=O)C1(c1ccccc1)N1CCN(c2cccc(C(F)(F)F)c2)CC1
→ -14.1%	25.1µM*
- Cc1nc(-c2cccc(N3CC(C(=O)NC4CCCCC4)CC3=O)c2)no1 (centres undefined)
→ -3.6%	-8.8%
- Cc1ccc2nc(-c3c[nH]c4ccccc34)c(Nc3ccccc3C)n2c1
→ 8.5%	-0.2%
- COc1cc(Nc2ncnc3onc(-c4ccc(Cl)cc4)c23)cc(OC)c1
→ -14.9%	-7.3%
- NS(=O)(=O)c1ccc(NCS(=O)(=O)O)cc1
→ -3.1%	0.0%
- COc1cc(C)c(NC2CCOC2=O)cc1OC (centres undefined)
→ -4.4%	5.9%
- CCn1cc(C(=O)NCc2ccccc2Cl)c(=O)c2cc(S(=O)(=O)N3CCCCCC3)ccc21
→ -13.6%	?
- C/C(=N\Nc1ccc(F)cc1F)c1sc2ccc(Cl)cc2c1C
→ -2.9%	-7.7%
- CCC(C)c1ccc(NC(=O)c2nccnc2N)cc1 (centres undefined)
→ 2.6%	-8.6%
- O=C(OCC(=O)N1CCCC1)c1cc(=O)c2ccccc2o1
→ -0.8%	-1.1%
- COc1cccc(C(=O)NC2CCCCC2)c1
→ 2.0%	-2.3%
- CCCCN(C)S(=O)(=O)c1ccc(C(=O)Nc2sc3c(c2C(N)=O)CC(C)(C)NC3(C)C)cc1
→ -2.8%	28.7%
- CCn1nc(C)c(NC(=O)c2cc3sccc3n2Cc2ccccc2)c1C
→ -9.4%	-11.5%
- CS(=O)(=O)c1ccc(-c2nnc(NC(=O)c3ccc4c(c3)OCCO4)o2)cc1
→ 2.0%	10.7%
- CCc1ccc(CNC(=O)C2CCCN(c3nnc(C)c4c(C)n(-c5ccc(OC)cc5)nc34)C2)cc1 (centres undefined)
→ 4.4%	7.4%
- CCOc1ccc(N(CC(=O)Nc2ccc3c(c2)OCO3)S(=O)(=O)c2ccccc2)cc1
→ ?	111.4%[activator]
- N#C/C(=C\c1ccc(O)c(O)c1)C(=O)Nc1ccccc1
→ -6.0%	-5.2%
- CCC(C)NC(=O)CCc1cccnc1 (centres undefined)
→ -4.4%	-6.2%
- Cc1cccc(N2CCN(CCCNC(=O)Cn3ncc4c([nH]c5ccccc54)c3=O)CC2C)c1 (centres undefined)
→ -11.3%[57.5 µM]	-15.9%
- Fc1ccc(CSc2nncn3c2cc2occc23)c(Cl)c1
→ -11.0%	?
- Cc1cc(C)c2c(n1)SCC(=O)N2CC(=O)Nc1ccc(C)c(C)c1
→ 2.7%	19.0%
- O=C(COCc1cc(-c2ccc(F)cc2)on1)Nc1cc(F)ccc1F
→ 5.3%	-3.2%
- O=C(O)C(=O)/C(=C/c1ccsc1)c1ccc2ccccc2n1
→ 3.9%	-0.8%
- CCc1cc2c(SCC(=O)Nc3ccc(NC(C)=O)cc3)ncnc2s1
→ -0.9%	10.2%
- Cc1ccc(-n2nc(C)c3c(C)c(CCC(=O)NCc4ccccc4Cl)c(C)nc32)cc1
→ -1.7%	8.9%
- Clc1ccc(CCNC(c2nnc(-c3ccccc3)o2)c2ccccc2Cl)cc1 (centres undefined)
→ -6.4%	-15.2%
- Fc1ccc(-n2ncc3c(Nc4cccc(Cl)c4)ncnc32)cc1
→ ?	2.1%
- COc1ccc(Cn2c(C(=O)O)c(CNCc3cccc(OC)c3)c3ccc(C)cc32)cc1
→ ?	?
- CCOc1ccc(-c2ncnn2-c2sc3c(c2C#N)CCCCC3)cc1
→ -4.5%[57.5 µM]	?
- CCC(CC)NC(=O)C(C)c1ccc2cc(OC)ccc2c1 (centres undefined)
→ -0.1%	1.6%
- O=C(Nc1cccnc1)c1cc(-c2ccncc2)nc2ccccc12
→ -0.6%	1.8%
- Cc1nc(C2CC2)ncc1C(=O)O
→ 9.4%	1.3%
- COc1ccccc1/C=N/NC(=O)CCC(=O)Nc1cccc(Cl)c1C
→ 6.1%	-3.3%
- CSc1cccc(NC(=O)CSc2n[nH]c(-c3ccccc3Cl)n2)c1
→ 2.0%	-16.4%
- C/C(=N/Nc1ccc(S(=O)(=O)Nc2ccccc2)cc1[N+](=O)[O-])c1ccc(C#N)cc1
→ -12.0%	-9.1%
- Cc1ccc(-n2nc(CO)c(C(=O)NCc3cccnc3)n2)cc1C
→ -1.7%[57.5 µM]	-18.9%
- COc1ccc(C2NC(=O)NC3=C2C(=O)N(Cc2ccccc2)C3)cc1OC (centres undefined)
→ 9.9%	-5.8%
- O=C1CC(C(=O)O)C2(CCCCC2)O1 (centres undefined)
→ -8.2%	-8.5%
- O=C(Cn1ncc2ccsc2c1=O)N1CCN(c2ccccc2)CC1
→ 15.4%	12.1%
- CCOc1cc(CNC(=O)Cn2c(-c3cccs3)cc3cc(F)ccc32)ccc1OC
→ 1.4%	23.5%
- COc1cccc2cc(S(=O)(=O)c3ccc(Cl)c(Cl)c3)c(=O)oc12
→ -1.1%	-1.3%
- COc1ccccc1CNC(=O)C(CC(C)C)N1Cc2ccccc2C1=O (centres undefined)
→ ?	-4.8%
- O=C(CSc1ccccc1)N1CCc2c([nH]c3ccccc23)C1c1ccc(F)cc1 (centres undefined)
→ -9.1%[57.5 µM]	-20.5%
- Cc1ccccc1NCCC(=O)N(C)Cc1ccc(C(=O)NCC(F)(F)F)cc1
→ -1.8%	-2.8%
- Cc1ccc(S(=O)(=O)Cc2ccc(C(=O)N3CCN(c4cccc(Cl)c4)CC3)o2)cc1
→ -17.5%	?
- COc1ccc(OCCOC(=O)COc2ccc3ccccc3c2)cc1
→ 2.4%	-3.7%
- O=S(=O)(CCc1ccccc1Cl)c1ccccc1
→ -2.2%	-4.1%

More structures follow:
Every second line gives: UDG counterscr	AID inhibitor
- Cc1c(O)ccc2c(CN(C)CCOc3ccccc3F)cc(=O)oc12
→ 11.1%	-7.0%
- CCOc1ccc(N(CC(=O)Nc2ccccc2CC)S(=O)(=O)c2c(C)noc2C)cc1
→ -9.2%	?
- CSc1ccc(/C=C2\Cc3ccccc3C2=O)cc1
→ 4.4%	-9.4%
- CCC(CO)Nc1ncc2cc3ccccc3nc2c1C#N (centres undefined)
→ ?	27.6%
- COCCCNC(=O)CN1C(=O)CSc2ccc(S(=O)(=O)N3CCOCC3)cc21
→ -2.5%	10.3%
- COc1ccc(S(=O)(=O)Nc2ccc(NC(C)=O)cc2)cc1NC(C)=O
→ 5.4%	-2.5%
- COC(=O)c1c(C)[nH]c(C(=O)N2CCCC2c2cc(OC)ccc2OC)c1C (centres undefined)
→ -6.9%	-11.2%
- Cc1nc2c(c(C)nn2-c2ccccc2)c(C)c1CCC(=O)NCCc1ccc(Cl)cc1
→ -13.0%[57.5 µM]	-20.8%
- O=C(CSc1nc2ccccc2c2nc(-c3ccccc3)nn12)Nc1ccc(Br)cc1
→ 9.7%	-11.4%
- O=C(Cn1c(=O)n(Cc2ccco2)c(=O)c2ccc(C(=O)NC3CCCC3)cc21)Nc1ccc(F)cc1
→ -0.4%	23.8%
- Cc1ccc(-n2c(=O)c3oc4ccccc4c3n(Cc3ccccc3F)c2=O)cc1C
→ -3.8%	8.0%
- COc1ccc(-c2c(C)nn3c(C(F)(F)F)cc(-c4ccc(C)cc4)nc23)cc1
→ 20.6%	-7.4%
- COc1ccc(C(=O)NC2CCC(C)CC2)cc1S(=O)(=O)N(C)C (centres undefined)
→ 5.0%	1.2%
- CCCCCCCCS(=O)CCCCCCCC
→ -2.8%	-5.8%
- c1ccc(-n2nnnc2C2(NC3CCCCC3)CCCC2)cc1
→ -5.4%	-4.9%
- Cc1ccc(S(=O)(=O)Cc2ccc(C(=O)NCCc3ccc(Cl)cc3)o2)cc1
→ -16.9%	?
- CCc1cccc(NC(=O)Cn2c(=O)n(CC3CCC(C(=O)NC)CC3)c(=O)c3sccc32)c1 (centres undefined)
→ -0.9%	26.2%
- Cc1nn(C)c(C(=O)Nc2c(C)nn(C)c2C)c1Br
→ -5.1%	-0.5%
- Cc1cc(C)c2c(c1)/C(=N/Nc1nc3ccccc3[nH]1)CCC2
→ -5.0%	-8.6%
- COc1ccc(NC(=O)N2CCC(n3c(C)nc4cccnc43)CC2)cc1OC
→ 10.6%	6.9%
- C=CCc1cccc2cc(-c3nc4ccc(C)cc4[nH]3)c(=O)oc12
→ -3.5%	3.3%
- COc1cccc(NC(=O)C(Cc2ccccc2)NS(=O)(=O)c2ccc3c(c2)c(=O)n(C)c(=O)n3C)c1 (centres undefined)
→ 0.1%	?
- CCOc1ccc(CC(=O)N2CCc3cc(OC)c(OC)cc3C2COc2ccc3c(C)cc(=O)oc3c2)cc1 (centres undefined)
→ -13.2%	-19.8%
- Cc1ccc(-n2nc(C)c3nc(CCC(=O)Nc4ccc(F)cc4)c(=O)n(C)c32)cc1
→ 6.0%	9.4%
- Cc1ccc(Cl)cc1NC(=O)COc1ncnc2ccccc12
→ 8.0%	4.0%
- Cc1cccc(C)c1NC(=O)CSc1nc(-c2ccccc2)nc2c1Cc1c(CO)cnc(C)c1O2
→ 1.9%	5.0%
- O=C(c1ccc(-n2cccn2)cc1)N1CCCC1c1ccc2c(c1)OCCCO2 (centres undefined)
→ 3.5%	-11.5%
- CCc1ccc(CNC(=O)c2cc3c(=O)oc4ccc(C)cc4c3s2)cc1
→ 6.6%	19.2%
- O=C(Nc1ccc(Oc2cnccn2)cc1)c1cc(F)cc(F)c1
→ 4.8%	16.5%
- CCN(Cc1ccc(OC)c(F)c1)C(=O)COC(=O)c1nn(CC)c(=O)c2ccccc12
→ -5.3%	-4.3%
- Cc1cccc(NC(=O)c2cc3c(=O)n(Cc4ccco4)ccc3nc2C)c1
→ -6.9%[57.5 µM]	13.0%
- Cc1cc(OCc2nn[nH]n2)c2c(C)c(C)c(=O)oc2c1
→ 3.0%	1.4%
- CCOC(=O)c1cccc(NC(=O)CCn2c(-c3ccc(F)cc3)cc(C(=O)OCC)c2C)c1
→ 7.1%	1.6%
- COC(=O)C1=C(CN2CCN(c3ccccn3)CC2)NC(=O)NC1c1ccc(C)cc1 (centres undefined)
→ 5.6%	-9.3%
- CCNC(=O)NC(=O)C(C)Nc1ccc2oc(C3CC3)nc2c1 (centres undefined)
→ -16.5%	-7.0%
- CN1CCN(c2oc(-c3ccccc3)nc2C#N)CC1
→ 5.6%	0.0%
- COc1ccc(-c2nc3cc(NC(=O)c4ccc(C)cc4)ccc3o2)cc1Cl
→ 0.0%	7.2%
- COc1ccc(CNC(=O)CCCN2C(=O)CSc3c2c(C)nn3-c2ccccc2)c(OC)c1
→ -1.1%	-17.9%
- COc1cccc2c1Oc1ncccc1N(c1ccc(C(=O)NCc3ccccc3C)s1)C2
→ 1.4%	-0.2%
- COc1ccc(OC(=O)c2cnccn2)cc1
→ -8.1%	-12.6%
- CCCn1c(=O)c2sccc2n2c(CCCC(=O)NCCOC)nnc12
→ -3.8%	-8.4%
- COc1ccc2[nH]cc(CCN=C(NC(=O)c3ccccc3OC)Nc3nc(C)cc(C)n3)c2c1
→ -6.4%	-11.3%
- CCN(CC)S(=O)(=O)c1ccc(C(=O)N(c2ccccc2)c2nc(C)cs2)cc1
→ 2.5%	12.3%
- COc1ccc(NC(=O)c2ncoc2-c2ccco2)cc1Cl
→ ?	37.2%[activator]
- Cc1ccccc1CNC(=O)c1cc2c(C)nn(C)c2s1
→ 1.7%	-4.2%
- COc1ccc(-c2cc(C)no2)cc1S(=O)(=O)N1CCN(c2ccccc2F)CC1
→ -17.6%	?
- Cc1cccc(C)c1NC(=O)CN(C)C(=O)COc1ccc2oc3c(c2c1)CCCC3
→ 2.3%	4.0%
- O=C(NCCc1cccnc1)c1cccc(F)c1
→ 0.5%	-3.4%
- O=C(NCCc1ccccn1)C1CC1
→ 15.3%	1.2%
- CCCCOc1ccc(C(=O)Nc2nnc3n2CCS3)cc1
→ -6.9%	-6.6%
- Cc1ccc(-c2nc(CSc3n[nH]c(N)n3)no2)cc1
→ 2.4%	-0.8%
- CC(N(C)CC(=O)NC(N)=O)C(C)(C)C (centres undefined)
→ 1.9%	-1.9%

Compounds listed so far containing a CF3 group (3):
Every second line gives: UDG counterscr	AID inhibitor
- O=C1c2ccccc2C(=O)C1(c1ccccc1)N1CCN(c2cccc(C(F)(F)F)c2)CC1
→ -14.1%	25.1µM*
- Cc1ccccc1NCCC(=O)N(C)Cc1ccc(C(=O)NCC(F)(F)F)cc1
→ -1.8%	-2.8%
- COc1ccc(-c2c(C)nn3c(C(F)(F)F)cc(-c4ccc(C)cc4)nc23)cc1
→ 20.6%	-7.4%

Source: PubChem BioAssay
